High-throughput results: PubChem BioAssay, National Center for Advancing Translational Sciences (NCATS)
CBFb-RUNX1 inh – inhibitors of human CBF-beta and RUNX1 interaction. Q01196+Q13951. AlphaScreen CBFb-His/RUNX1-biotin binding, biochemical. Potency, µM (titrated, usually from 59.8 µM), for inactives: at the highest dose activity, negative = inhibition, usual class: inhibitors. 230,000 tested, under 10 active; also: % of control where 0% means no effect
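Room-temperature protein-protein interaction test with 30 nM each of His-tagged CBF-beta and biotinylated RUNX1, 15 min with compound, then 90 min with nickel plus streptavidin beads. Signal read in AlphaScreen mode.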
NPSR antag – neuropeptide S receptor (human) antagonism, cAMP; Q6W5P4; CHO-NPSR cells, cAMP TR-FRET, antagonist mode; Potency, µM (highest dose often 38.3 µM), without a hit: at the top dose activity change, negative = inhibition, usual class: inhibitors; 1% of 220,000 active; AID 1461; also: potency is read from the fitted curve at half-maximal effect; % is scaled to controls: 0 for no effect and ±100 for the full control effect; nearly all actives have a fitted effect of over 50% in size; many of its hits are not listed in these tables
Target sequence (Q6W5P4 whole entry, looked up): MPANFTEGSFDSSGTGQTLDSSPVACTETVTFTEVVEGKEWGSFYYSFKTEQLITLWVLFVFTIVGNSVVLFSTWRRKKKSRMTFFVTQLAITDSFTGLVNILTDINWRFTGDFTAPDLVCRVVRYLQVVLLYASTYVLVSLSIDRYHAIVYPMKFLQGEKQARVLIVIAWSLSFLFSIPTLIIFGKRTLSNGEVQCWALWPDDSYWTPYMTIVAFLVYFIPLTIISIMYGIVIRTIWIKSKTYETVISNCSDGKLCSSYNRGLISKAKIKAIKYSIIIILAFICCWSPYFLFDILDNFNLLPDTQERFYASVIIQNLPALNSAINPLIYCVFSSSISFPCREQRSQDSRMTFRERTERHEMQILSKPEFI
Luc counter – counter-screen: inhibitors of Kinase-Glo firefly luciferase; Kinase-Glo luciferase, ATP luminescence, 8 min; Potency, µM (top dose mostly 38.3 µM), inactives show top-dose activity change, negative = inhibition, usual class: inhibitors; 0.28% of 200,000 active; AID 1379; also: potency is read from the fitted curve at half-maximal effect; % is scaled to controls: 0 for no effect and ±100 for the full control effect; nearly all actives have a fitted effect of over 60% in size
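Light output from Kinase-Glo luciferase with luciferin and 10 uM ATP in 50 mM imidazole pH 7.2, KCl, MgCl2, Tween 20, BSA; compound pin-delivered, 8-min ambient incubation, then luminescence read.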
Epigenetic reg – regulators of epigenetic silencing causing reporter derepression in mouse cells; murine LDR cells, GFP reporter derepression, 30 h; Potency, µM (doses to about 53.9 µM), for inactives: top-dose GFP activation, usual class: activators; 0.2% of 280,000 active; AID 1865; also: potency is read from the fitted curve at half-maximal effect; % of control where 0% means no effect; nearly all actives have a fitted effect of over 60% in size
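Reporter derepression read as number of fluorescent GFP-positive objects, 20-120 um in size, counted by laser-scanning cytometer. Mouse LDR line with an epigenetically silenced CMV-GFP locus; compound incubation 30 h, 37 C.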
HTT aggregate – mutant huntingtin aggregation inhibition. PC12 HttQ103-GFP aggregates, Acumen cytometry, 40 h. Potency, µM (titrated, usually from 46.1 µM), inactives show top-dose activity change, negative = inhibition, usual class: inhibitors. 1.1% of 220,000 active. AID 1688; also: potency is read from the fitted curve at half-maximal effect; % is scaled to controls: 0 for no effect and ±100 for the full control effect; nearly all actives have a fitted effect of over 60% in size
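PC12 cells stably carrying ecdysone-inducible HTT exon 1 Q103–GFP were induced with tebufenozide (100 nM final) and treated with library compounds in titration. GFP aggregates in lysates were counted by laser scanning cytometry.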
IMPase Li inh – membrane-permeable IMPase blocker, potentiated with lithium. CHO-M1 cells, IP1 TR-FRET (IP-One), carbachol + lithium. Potency, µM (doses to about 59.4 µM), without a hit: top-dose activity, negative = IMPase inhibition, actives largely listed as inhibitors. 0.35% of 210,000 active. AID 1457;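 also: IP1 builds up when IMPase is blocked and the TR-FRET signal falls; potency is read from the fitted curve at half-maximal effect; plate controls were basal vehicle for no effect and high inhibitor control for full effect; nearly all actives have a fitted effect of over 50% in size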
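CHO cells stably expressing M1 receptor (2000/well, cultured 16–30 h) treated 30 min at 37C with compound plus low lithium. Cytosolic IP1 by TR-FRET (665/620 ratio and 620 channel) after 10 min lysis; AC50 by Hill fit.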
Lamin A splicing – modulators of lamin A splicing. HeLa LMNA splicing GFP/RFP minigene ratio, 48 h. Potency, µM (top dose mostly 46.1 µM), for inactives: at the top dose ratio change, negative = inhibition, most hits filed as inhibitors. 0.01% of 200,000 active. AID 1487; active = well fitted inhibition curve with a large enough effect in the signal ratio, with a control signal flat, not every such curve was filed as active; inconclusive = small, poorly fitted or top-dose-only effect, or effect the other way, or a change in a side signal; the % refers to the signal ratio; also: potency is read from the fitted curve at half-maximal effect; % is scaled to controls: 0 for no effect and ±100 for the full control effect
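S3 HeLa cells stably expressing lamin A-EGFP splicing minigene plus DsRed2, 600 cells/well, 48 h compound exposure at 37C. Laser-scanning cytometry; analysed as GFP (500-530 nm)/RFP (575-640 nm) total intensity ratio; 0.5% DMSO vehicle.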
* marks the source's active call; other numbers are inactive results; ? = inconclusive; / = no result given; [ ] = remark or other dose. Unless noted, calls follow the shape of the dose curve; as a rule, active = well fitted curve in the direction sought with a large enough effect; inconclusive = small, poorly fitted or top-dose-only effect, or another doubt; inactive = no such curve, though single readings can be large; an effect the other way counts as inactive or inconclusive. Some of the compounds tested; rates above refer to the full screens.

Labels used below – A = CBFb-RUNX1 inh; B = NPSR antag; C = Luc counter; D = Epigenetic reg; E = HTT aggregate; F = IMPase Li inh; G = Lamin A splicing
O=c1oc2c3c(nn2c2ccccc12)CCCC3
  A: 4.9% | B: -22.2%[46.1 µM] | C: 11.9% | D: 2.3% | E: 13.1% | F: -11.5%[38.3 µM] | G: -0.7%
CC(C)n1c(SCC(=O)Nc2ccccc2)nc2c1c(=O)[nH]c(=O)n2C
  A: 3.2% | B: 2.8%[7.67 µM] | C: / | D: 2.4% | E: 13.2%[9.22 µM] | F: / | G: /
Cc1ccc(C(C[N+](=O)[O-])c2c(-c3ccccc3O)[nH][nH]c2=O)cc1 (configuration not stated)
  A: 6.9% | B: 16.7% | C: 0.1% | D: ? | E: ? | F: 2.2% | G: ?
O=C(O)c1cccc(CSc2nnc(Cc3ccccc3)o2)c1
  A: 1.7% | B: -8.2%[46.1 µM] | C: 1.7% | D: 0.0% | E: -0.4% | F: 17.6%[38.3 µM] | G: -8.1%
CCOC(=O)c1c(CN(C)C)n(-c2ccccc2)c2cc(Br)c(O)cc12
  A: 2.6% | B: 38.3% | C: -0.3% | D: 1.8% | E: 12.4%[9.22 µM] | F: 6.6% | G: 3.3%[46 µM]
CC(=O)c1ccc(NC(=S)NNC(=O)c2ccccc2[N+](=O)[O-])cc1
  A: -9.8% | B: 0.0% | C: 7.4% | D: 1.3% | E: -1.2% | F: 0.9% | G: 5.1%[46 µM]
CCCOC(=O)c1[nH]c2c(c1C)C(=O)CC(c1cccs1)C2 (configuration not stated)
  A: -2.5% | B: ? | C: -0.7% | D: 2.8% | E: 16.2%[9.22 µM] | F: 26.9%[38.3 µM] | G: -1.6%
Cc1onc(-c2ccccc2)c1C(=O)N/N=C/c1cn(C)c2ccccc12
  A: 3.1% | B: -3.1% | C: 9.1% | D: 1.3% | E: ? | F: 4.8% | G: 2.4%[46 µM]
CCCCCN1C(=O)Cn2c(nc3ccccc3c2=O)C1C (configuration not stated)
  A: 3.2% | B: 2.8% | C: -0.8% | D: 0.0% | E: -2.4% | F: 6.4% | G: 3.1%[46 µM]
CCCC(=O)Nc1ccc(Cl)c(NC(=O)CC)c1
  A: -1.7% | B: -1.2%[46.1 µM] | C: -2.4% | D: -0.9% | E: -4.1% | F: -6.0%[38.3 µM] | G: -1.9%
Cc1ccc(N/C(N)=N/c2nc(C)cc(N3CCCCC3)n2)c(C)c1
  A: -0.3% | B: 10µM* | C: -2.2% | D: ? | E: 12.6µM* | F: 24.1% | G: /
COc1ccc2c(c1)CCc1cc(C(=O)O)sc1-2
  A: 12.2% | B: -16.8% | C: / | D: 1.0% | E: 19.0%[9.22 µM] | F: / | G: /
Cc1cccc(N/C(N)=N/c2nc(C)c(Cc3ccccc3)c(=O)[nH]2)c1
  A: 1.3% | B: -33.8% | C: -3.8% | D: 1.6% | E: 16.3%[9.22 µM] | F: -4.0% | G: /
Nc1nc(Cl)cc(N2CCC(c3cc(-c4ccc(Cl)cc4Cl)n[nH]3)CC2)n1
  A: -0.6% | B: -22.2%[46.1 µM] | C: -3.6% | D: 3.2% | E: ? | F: 37.3%[activator][38.3 µM] | G: ?
COc1ccc(C(=O)N/N=C/c2sc(=O)n(Cc3cccc(C(=O)O)c3)c2Cl)cc1
  A: 5.9% | B: -3.5% | C: / | D: 0.0% | E: -33.9%[9.22 µM] | F: / | G: /
Cc1nn(-c2ccc(F)cc2)c(Cl)c1/C=N/NC(=O)c1ccc(O)cc1
  A: 1.1% | B: -20.7% | C: -0.2% | D: -0.5% | E: -12.8% | F: 13.9% | G: /
COc1ccnc(CSC(N)=Nc2ccccc2C(F)(F)F)c1
  A: 3.1% | B: -1.0% | C: -5.3% | D: -1.1% | E: -23.1% | F: 29.1% | G: -9.2%
COC(CNC(=O)c1ccc2c(c1)nc(C)n2-c1ccc(F)c(F)c1)OC
  A: -7.7% | B: 6.7% | C: 0.7% | D: -0.1% | E: 15.7% | F: 1.5% | G: 2.8%
CCCCCCCCCCCC(=O)NC(C(=O)OCC)C(O)c1cccc([N+](=O)[O-])c1 (configuration not stated)
  A: 0.0% | B: ? | C: -1.8% | D: -0.4% | E: -7.6% | F: 18.2%[38.3 µM] | G: ?
CCCOc1ccc(C2c3c(oc4cc(C)c(C)cc4c3=O)C(=O)N2CCCN(C)C)cc1 (configuration not stated)
  A: -0.3% | B: 5.6% | C: -1.8% | D: -1.0% | E: 6.1% | F: -3.3% | G: ?
CCOC(=O)C1[C@H]2C(=O)N(C(C)c3ccc(OC)cc3)C[C@]23C=C[C@H]1O3 (some centres not stated)
  A: 2.8% | B: -2.7%[46.1 µM] | C: 9.4% | D: 5.2% | E: -0.2% | F: 4.2%[38.3 µM] | G: 0.8%
O=C(O)CNC(=S)NCc1ccccc1
  A: 9.9% | B: 4.0% | C: 0.7% | D: -1.4% | E: 3.8% | F: 0.8% | G: -12.6%[46 µM]
Cn1cc(Cl)c(C(=O)NC2CCCCCC2)n1
  A: -1.1% | B: -9.1%[46.1 µM] | C: -5.0% | D: -2.3% | E: -5.4% | F: 16.7%[38.3 µM] | G: -15.5%
O=C(COC(=O)CCc1c[nH]c(=O)[nH]1)Nc1ccccc1
  A: 3.6% | B: 10.4%[46.1 µM] | C: / | D: -2.2% | E: 0.4% | F: / | G: 7.2%
O=C(N/N=C\C=C\c1ccc2c(c1)OCO2)C1COc2ccccc2O1 (configuration not stated)
  A: -21.7% | B: -11.1% | C: -0.5% | D: 2.2% | E: 6.0% | F: 10.5% | G: 8.5%
O=S(=O)(Nc1ccc(Oc2ncccn2)c(Cl)c1)c1ccc(F)cc1
  A: 14.4% | B: -0.8%[46.1 µM] | C: -0.6% | D: -3.9% | E: -23.0% | F: 42.1%[activator][38.3 µM] | G: -2.3%
CCn1c2ccccc2c2cc(NC(C)=O)ccc21
  A: -1.8% | B: ? | C: -4.1% | D: -1.5% | E: -18.0% | F: -10.3%[38.3 µM] | G: -11.3%
Cc1ccccc1C(=O)Nc1nnc(-c2cccnc2)o1
  A: -15.3% | B: -0.9% | C: -0.1% | D: -1.1% | E: ? | F: 1.3% | G: /
Oc1ccc(N2CCN(c3ncnc4sc(-c5ccccc5)cc34)CC2)cc1
  A: -1.8% | B: -32.8% | C: -4.2% | D: -1.9% | E: / | F: 3.7% | G: /
Cc1cc(Br)c2c(c1)=C(c1sc(N3CCCCCC3)nc1O)C(=O)N=2
  A: 8.2% | B: -3.8%[46.1 µM] | C: -0.3% | D: 3.5% | E: 9.3% | F: -3.5%[38.3 µM] | G: 4.7%
CCOC(=O)c1c(C)[nH]c(C(=O)Cn2nnc(-c3ccccc3Cl)n2)c1C
  A: -3.8% | B: -13.6%[46.1 µM] | C: 1.8% | D: -1.5% | E: -9.3% | F: ? | G: 8.0%
C/C(=N\NC(N)=O)c1ccc(Cl)cc1
  A: 4.5% | B: 2.6%[46.1 µM] | C: -0.8% | D: -0.7% | E: 12.3% | F: -1.6%[38.3 µM] | G: ?

Ordered by number of heavy atoms (ascending): some entries from above
Labels used below – A = CBFb-RUNX1 inh; B = NPSR antag; C = Luc counter; D = Epigenetic reg; E = HTT aggregate; F = IMPase Li inh; G = Lamin A splicing
Cc1ccccc1C(=O)Nc1nnc(-c2cccnc2)o1
  A: -15.3% | B: -0.9% | C: -0.1% | D: -1.1% | E: ? | F: 1.3% | G: /
Cc1cc(Br)c2c(c1)=C(c1sc(N3CCCCCC3)nc1O)C(=O)N=2
  A: 8.2% | B: -3.8%[46.1 µM] | C: -0.3% | D: 3.5% | E: 9.3% | F: -3.5%[38.3 µM] | G: 4.7%
CCOC(=O)C1[C@H]2C(=O)N(C(C)c3ccc(OC)cc3)C[C@]23C=C[C@H]1O3 (some centres not stated)
  A: 2.8% | B: -2.7%[46.1 µM] | C: 9.4% | D: 5.2% | E: -0.2% | F: 4.2%[38.3 µM] | G: 0.8%
Oc1ccc(N2CCN(c3ncnc4sc(-c5ccccc5)cc34)CC2)cc1
  A: -1.8% | B: -32.8% | C: -4.2% | D: -1.9% | E: / | F: 3.7% | G: /
